RTF Ca sens act: increases calcium sensitivity of human cardiac regulated thin filaments | activation, % at 7.2 µM | 0.24% of 340,000 active | IANBD-labeled TnC RTF fluorescence at EC20 calcium; 0% EC20 calcium, 100% full calcium;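 active = activation above the mean over all tested compounds plus 3 SD, cut at about 30% in these data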;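 note: rise in fluorescence read as greater calcium sensitivity of cardiac thin filaments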
PKA-R2B act: PKA-R2B complex activation; P22694+P31323; PKA-R2B holoenzyme dissociation, Cy5-IP20 fluorescence polarization; R2B truncated from residue 108, S112A mutant; 0% DMSO only, 100% 113 µM cGMP; activation, % at 11.4 µM; 0.079% of 340,000 active; AID 504700;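 active = activation above a cutoff set at the mean over all compounds plus 3 SD, cut at about 18% in these data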;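 note: higher means more holoenzyme dissociation and a rise in polarization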
Rtt109 HAT inh: inhibitors of Candida albicans Rtt109/Vps75 histone acetyltransferase. purified Rtt109/Vps75, ThioGlo CoA-SH fluorescence, 4 h. inhibition, % at 34.9 µM. 0.16% of 330,000 active. AID 540336;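 active = inhibition of at least 50% in every replicate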
Target sequence (Q5AAJ8 whole entry, looked up): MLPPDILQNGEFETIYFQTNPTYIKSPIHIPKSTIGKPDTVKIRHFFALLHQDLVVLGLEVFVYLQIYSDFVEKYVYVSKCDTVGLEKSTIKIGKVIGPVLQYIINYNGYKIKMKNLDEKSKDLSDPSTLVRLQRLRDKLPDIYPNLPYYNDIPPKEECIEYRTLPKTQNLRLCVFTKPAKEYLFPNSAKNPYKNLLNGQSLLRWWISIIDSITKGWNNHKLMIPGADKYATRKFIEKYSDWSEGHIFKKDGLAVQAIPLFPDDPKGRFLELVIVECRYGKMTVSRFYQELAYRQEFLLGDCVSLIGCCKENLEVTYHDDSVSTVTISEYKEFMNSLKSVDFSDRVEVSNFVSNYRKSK
Keap1-Nrf2 PPI: disrupts human Keap1 binding to Nrf2 peptide | 0.15% of 340,000 active | inhibition, % at 9.4 µM | Keap1 Kelch-Nrf2 peptide fluorescence polarization, 1536-well; in the data active = inhibition above about 12%;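 note: human Keap1 Kelch domain with fluorescein labeled Nrf2 9mer peptide probe; 0% = neutral control wells and 100% = peptide positive control; higher means more block of Keap1 binding to Nrf2 peptide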
Target sequence (Q14145 whole entry, looked up, the tested form may be a part): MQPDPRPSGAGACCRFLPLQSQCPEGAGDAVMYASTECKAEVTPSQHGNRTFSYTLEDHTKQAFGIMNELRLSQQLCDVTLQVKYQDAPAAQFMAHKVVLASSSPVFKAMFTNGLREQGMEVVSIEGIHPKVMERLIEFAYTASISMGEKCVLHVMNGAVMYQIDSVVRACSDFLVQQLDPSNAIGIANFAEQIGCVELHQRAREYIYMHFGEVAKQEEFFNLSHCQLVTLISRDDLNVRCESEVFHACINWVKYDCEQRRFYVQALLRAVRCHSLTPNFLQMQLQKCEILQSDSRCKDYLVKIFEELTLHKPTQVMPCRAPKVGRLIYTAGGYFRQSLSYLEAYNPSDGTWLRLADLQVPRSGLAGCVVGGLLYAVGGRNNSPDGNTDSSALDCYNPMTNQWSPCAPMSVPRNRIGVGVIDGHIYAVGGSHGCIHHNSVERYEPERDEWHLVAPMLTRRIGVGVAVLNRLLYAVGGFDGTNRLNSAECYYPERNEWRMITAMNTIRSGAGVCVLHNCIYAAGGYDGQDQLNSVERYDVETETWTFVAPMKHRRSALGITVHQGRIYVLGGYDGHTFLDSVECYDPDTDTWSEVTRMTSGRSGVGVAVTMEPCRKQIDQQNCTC
C-LANA FP: inhibitors of KSHV LANA C-terminal domain DNA binding. MBP-C-LANA/FAM-LBS DNA binding, fluorescence polarization. 0.078% of 340,000 active. AID 504423. inhibition, % at 9 µM;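 active = highest replicate inhibition at or above 60% at 9 µM, even if other replicates fall short; inactive = all replicates below 60% inhibition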;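 note: 0% = neutral control wells and 100% = 4 µM acridine orange control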
DAGLB inh: blocks human DAGLB lipase activity; Q8NCG7; HEK293T DAGLB membrane lysate, EnzChek fluorogenic substrate; inhibition, % at 5.17 µM; 0.059% of 340,000 active; AID 504411; in the data active = inhibition above about 34%;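 note: 0% = enzyme with vehicle and 100% = wells lacking enzyme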
SR-BI uptake up: SR-BI HDL lipid transfer activation | CHO ldlA[mSR-BI] cells, DiI-HDL uptake fluorescence, 3 h; 100 = double the neutral-control signal | activation, % at 12.5 µM | 0.096% of 320,000 active;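 active = mean replicate activation of at least 60% and every replicate at or above 60%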;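 note: 0% = median plate neutral-control signal and 100% = twice that signal; values of inactives mirror those of a sister screen read the other way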
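material = CHO ldlA[mSR-BI] cells | medium = Ham's F12 with 0.5% BSA, HEPES 25 mM, pH 7.4 | reagent = fluorescent DiI-HDL, 10 µg/mL final | compound dosing = single-point compound dose | incubation = 3 h, 37 °C | measured by = bottom-read fluorescence, 550/595 nm | measure = HDL uptake via cellular fluorescence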
CAL PDZ FP-1: inhibitors of human CAL PDZ peptide binding. purified CAL PDZ, TMR-peptide fluorescence polarization, 1 h. 0.92% of 300,000 active. inhibition, % at 24.9 µM. AID 602252;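 active = mean inhibition of at least 30% with at least half of replicates also reaching 30%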;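 note: 0% = DMSO neutral control and 100% = excess unlabeled competitor peptide PRC23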
CAL PDZ FP-2: inhibitors of human CAL PDZ peptide binding; Q9HD26; purified CAL PDZ, TMR-peptide fluorescence polarization, 1 h; inhibition, % at 20 µM; 0.02% of 330,000 active; AID 504414;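 active = highest replicate inhibition of at least 40%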;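 note: plate controls were DMSO neutral control wells for no effect and unlabeled competitor peptide control wells for full effect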
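Control set: unlabelled peptide and DMSO controls / Material: purified CerCALP PDZ construct / Timing: 1 h incubation at room temperature before polarization reading / Doses: 20 µM, one dose / Detection: fluorescence polarization (mP)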
RTF Ca sens inh: cardiac RTF calcium desensitization; 0.12% of 340,000 active; IANBD-labeled cardiac RTF, Ca2+ fluorescence; inhibition, % at 7.15 µM; AID 493244; P19429+P45379;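 active = inhibition above the mean inhibition of all tested compounds plus 3 SD, cut at about 17% in these data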;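 note: assay run at fixed EC70 calcium of 1.6 mM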
Starred values were filed as active, the others as inactive; nt = no result given. Not a hit list, and some 1.6% of all compounds hit somewhere here.

SMILES | RTF Ca sens act | PKA-R2B act | Rtt109 HAT inh | Keap1-Nrf2 PPI | C-LANA FP | DAGLB inh | SR-BI uptake up | CAL PDZ FP-1 | CAL PDZ FP-2 | RTF Ca sens inh
CC(=O)C1=C(O)C(=O)N(CCc2c[nH]c3ccccc23)C1c1ccccc1 (stereo not given) | -2 | -15 | 5 | -3 | -1.7 | 8 | 10 | 0 | -1.9 | -24
CCN(c1ccccc1)S(=O)(=O)c1ccc(C(=O)N(C)CCc2ccc(OC)c(OC)c2)cc1 | -2 | 4 | 6 | -3 | -0.4 | 3 | -16 | -4 | -4.2 | -8
O=C(NC1CCCCCC1)C(=S)N1CCCC1 | -3 | 1 | -9 | 1 | 0.4 | 1 | 25 | -4 | -0.1 | -4
O=C(O)CCC(=O)Nc1cccc2cccnc12 | 2 | -9 | 0 | -5 | 0.8 | 2 | 13 | -4 | -0.3 | -2
O=C(Nc1ccc2c(c1)OCO2)c1c(F)c(F)c(F)c(F)c1F | 8 | 0 | -8 | -3 | -0.5 | 0 | 16 | nt | -3.3 | -15
CN(c1ccccc1)S(=O)(=O)c1cccc(C(=O)N2CCN(c3ccccn3)CC2)c1 | 1 | 5 | -11 | 0 | -2.0 | 2 | 15 | 7 | -0.7 | -6
O=C1CCC/C(=N\NC(=O)c2ccc(NS(=O)(=O)c3ccc(Br)cc3)cc2)C1 | -4 | -4 | 1 | -7 | 0.7 | -2 | 8 | -3 | 0.1 | -10
Cc1ccc2c(c1)C(=O)CCCCC(=O)N2 | -6 | 2 | -6 | 6 | -1.1 | 0 | nt | -2 | -1.5 | -11
Cc1nn(Cc2ccc(Cl)cc2)c(Cl)c1/C=N/NC(=O)CNc1ccccc1F | -3 | 0 | -3 | -5 | -2.0 | -11 | -19 | -4 | 0.6 | 7
CCCn1nc(C(=O)NC2CCCc3ccccc32)c2ccccc2c1=O (stereo not given) | 0 | -4 | 9 | -2 | 0.8 | -4 | -1 | nt | -1.3 | 1
C=CCNC(=S)NCc1ccc(CNC(=S)NCC=C)cc1 | 5 | -4 | -1 | -2 | 0.6 | 0 | 19 | -1 | 3.0 | -2
Nc1c(C(=O)NCCN2CCOCC2)c2nc3ccccc3nc2n1-c1ccccc1 | 5 | 4 | 2 | 0 | -1.2 | 2 | 8 | -6 | -1.0 | -5
Cc1ccc2oc(=O)c3cnn(CC(=O)N4CCCCC4C)c3c2c1 (stereo not given) | -1 | 9 | -7 | -6 | -0.2 | 1 | 24 | nt | 0.5 | 5
CCOc1ccc2nc(Cl)sc2c1 | 1 | 2 | 6 | 0 | -0.2 | 0 | 32 | -8 | -0.7 | -5
O=c1[nH]c(CS(=O)(=O)c2ccccc2)nc2ccccc12 | 0 | 3 | -6 | -3 | 0.8 | 0 | 19 | -4 | 0.4 | -3
Cc1ccc(NC(=O)c2ccc3nsnc3c2)c(C)c1 | -8 | 0 | 2 | -2 | -0.1 | -2 | -11 | -3 | -2.7 | 2
CC(C)C(NC(=O)c1ccc(F)cc1)C(=O)OCC(=O)N1CC(=O)Nc2ccccc21 (stereo not given) | 1 | -7 | 10 | -3 | 1.6 | 1 | 4 | nt | -0.7 | -1
Cc1ccc(C(=O)OCC(=O)Nc2c(C)n(C)n(-c3ccccc3)c2=O)cc1[N+](=O)[O-] | 4 | 1 | 8 | -2 | -0.6 | 1 | 7 | 2 | -0.4 | -9
Cc1ccc(S(=O)(=O)N2CCN(Cc3cc(C(C)C)ccc3O)CC2)cc1 | -5 | -13 | 6 | 4 | 1.4 | -8 | 3 | -1 | -0.2 | 5
CC(=NNC(=O)Cn1ccc(C(F)(F)F)n1)c1ccc(-n2ccnc2)cc1 | -6 | 11 | -2 | -1 | -0.6 | 0 | -33 | nt | -0.1 | 6
CNc1nc2ccccc2n1CC(=O)c1ccccc1 | -2 | 5 | -4 | 1 | 5.7 | 1 | 2 | -1 | nt | -13
CN(C(=S)Nc1ccccc1)c1ccccc1 | 8 | -6 | -1 | 1 | 1.2 | 2 | 10 | -4 | 0.6 | -9
NS(=O)(=O)c1ccc(NNC(=O)c2cccs2)cc1 | 0 | -5 | -2 | 0 | -0.6 | -1 | 8 | -2 | -0.3 | -5
O=C(CCc1ccccc1)NNC(=O)COc1ccc([N+](=O)[O-])cc1 | 3 | -4 | 4 | -4 | 0.6 | 3 | nt | -5 | -0.3 | -6
Cc1ccc(NC(=O)CCCc2c[nH]c3ccccc23)nc1 | 3 | 4 | 1 | -1 | -0.6 | -2 | 25 | 3 | -2.1 | -1
COc1ccccc1C(=O)NC(CCSC)C(=O)NCC(c1ccccc1OC)N1CCCC1 (stereo not given) | 0 | 8 | -15 | -1 | -0.3 | 1 | 26 | -2 | -0.7 | -2
Cn1c(N)c(C(=O)COC(=O)c2cccnc2Cl)c(=O)n(C)c1=O | 2 | 1 | -8 | -1 | -0.8 | -1 | -12 | -8 | -0.1 | -12
O=C(COC(=O)c1cc(=O)[nH]c(=O)[nH]1)Nc1ccccc1F | -3 | -2 | -4 | -6 | 0.8 | 0 | -4 | -6 | 0.0 | 3
O=C(CCCN1C(=O)c2ccccc2C1=O)NCc1cccnc1 | -1 | 10 | 4 | 4 | -1.9 | 1 | 17 | -1 | -0.3 | -2
COc1cc2ccccc2cc1C(=O)Nc1ccncc1 | 0 | -13 | 9 | -2 | -0.5 | -2 | -40 | -4 | -2.8 | -10
O=C(NCc1ccon1)C1CCC(=O)N(CCc2cccc(F)c2)C1 (stereo not given) | -10 | -3 | 24 | -2 | 1.0 | 0 | 22 | -3 | -0.5 | 0
COC(=O)c1ccc(C)c(NC(=O)CCn2[nH]c(=O)ccc2=O)c1 | -5 | 2 | -1 | 0 | 0.1 | 0 | 0 | -7 | 0.2 | -9
O=C(Oc1cccc(NC2=NS(=O)(=O)c3ccccc32)c1)c1cccnc1 | -2 | -8 | 3 | -2 | 5.6 | 2 | -20 | -2 | -3.7 | 2
Cc1nn(-c2nc3ccccc3s2)c(N)c1-c1ccccc1 | 5 | -7 | 15 | -5 | -0.3 | -21 | -55 | -1 | -0.7 | -9
COc1ccc(Cl)cc1C(=O)NNC(=O)CCNC(C)=O | -1 | -10 | -8 | 0 | -0.5 | 0 | 25 | 4 | -0.5 | 9
Cc1nn(CC(=O)Nc2ccc(N3CCOCC3)cc2)c(C)c1Cl | -3 | -6 | -6 | -3 | 0.4 | 1 | -63 | -1 | -2.5 | -5
Nc1ccc(-n2nnnc2-c2ccco2)cc1 | 2 | -3 | -4 | -5 | -1.2 | 1 | -4 | 4 | -0.7 | -18
CCc1ccc(NC2=NCC(=O)N2c2ccc3c(c2)OCCO3)cc1 | 5 | -3 | -10 | 0 | -0.9 | -3 | 4 | 3 | nt | -8
CCN(CC)C(=O)CSc1nc(N)c(C#N)c(-c2cccs2)c1C#N | 1 | -8 | -1 | -5 | -0.6 | 0 | -3 | -1 | -2.9 | 0
CCOC(=O)C1=C(C)Nc2nc(SCc3cccnc3)nn2C1c1ccc(OC)cc1 (stereo not given) | 2 | -14 | 4 | -1 | -1.1 | 1 | 9 | nt | 1.3 | -6
O=C(c1ccc([N+](=O)[O-])o1)N1CCc2ccccc21 | -1 | -5 | -12 | 1 | 1.1 | 2 | 0 | 0 | -15 | -8
Cc1ccc(S(=O)(=O)NC2CCCC2)cc1C(N)=O | 0 | -9 | -7 | -3 | 1.2 | 1 | 1 | -3 | -2.9 | -6
Cc1ccc(-c2nnc(N(C)C(=O)c3ccncc3)s2)cn1 | 3 | -14 | nt | -4 | 10 | 1 | 10 | -1 | -2.0 | -7
Cn1c(SCC(=O)Nc2nc(C(C)(C)C)cs2)nnc1C1CC1 | -5 | -6 | -8 | -1 | -1.1 | 0 | 11 | -4 | -1.3 | -9
OCCC1CN(Cc2cnn(-c3ccccc3Cl)c2)CCN1Cc1ccsc1 (stereo not given) | 3 | 0 | 10 | -4 | -1.0 | -1 | 31 | 4 | -1.4 | -4
C[C@H]1COC(=O)CC/C=C\C[C@H](CC(=O)N(CCO)Cc2ccccc2)C(=O)N1 | -6 | 11 | -12 | 1 | 0.5 | 2 | -1 | -2 | -0.4 | -3
COc1ccccc1OCC(=O)Nc1c2c(nn1-c1ccc(C)cc1)CS(=O)(=O)C2 | -3 | 7 | -1 | 7 | 1.5 | 2 | -23 | -3 | -1.6 | -18
CN(C)c1ccc(C2NC(=O)c3ccccc3N2)cc1 (stereo not given) | -5 | -4 | 10 | -2 | -0.4 | 2 | 19 | -9 | -0.2 | 3
CCN(CC)c1ccc(/C=N/N=C(N)N)c(O)c1 | 4 | -2 | 8 | -3 | 1.9 | -1 | nt | 0 | -1.8 | -8
Cc1ccc(NC(=O)NC2CCCCCCC2)cc1C | -5 | -15 | 12 | -3 | -3.8 | -8 | -13 | -4 | -2.0 | 2
CC(C)C(O)(C#CCN1CCCCC1)C(C)C | 1 | -16 | -3 | -4 | 1.6 | 3 | 21 | -2 | -1.3 | -17
CN1CCN(c2ccc([N+](=O)[O-])cc2C(=O)c2ccc(Br)cc2)CC1 | 0 | 5 | -5 | -4 | -0.2 | 0 | -10 | nt | -0.1 | -7
Cc1ccc(-n2cnn(-c3ccc([N+](=O)[O-])cc3[N+](=O)[O-])c2=O)cc1 | -1 | 3 | 2 | -3 | 3.3 | -5 | -14 | -4 | 1.1 | -11
Cc1c(CCOC(=O)c2ccc([N+](=O)[O-])cc2)sc[n+]1CC(=O)c1ccccc1 | 3 | -1 | -18 | 3 | -1.7 | 1 | -8 | -6 | -0.5 | -12
O=S(=O)(c1ccc(F)cc1)n1ccc2cccnc21 | 4 | 6 | -5 | 3 | -0.7 | -1 | 1 | 2 | -1.8 | 3
CCC(C(=O)OC)n1cnc2scc(-c3ccc(C)c(C)c3)c2c1=O (stereo not given) | -1 | -4 | -1 | -3 | 0.0 | -2 | -29 | 9 | -1.4 | -3
O=C(NCC(=O)N1CC(O)CC1C(=O)N1CCCC1C(=O)OCc1ccccc1)OCc1ccccc1 (stereo not given) | -3 | 6 | 2 | 1 | -1.6 | -1 | 28 | 12 | -0.7 | -4

Only Keap1-Nrf2 PPI and DAGLB inh (3 entries from above):
SMILES | Keap1-Nrf2 PPI | DAGLB inh
CN1CCN(c2ccc([N+](=O)[O-])cc2C(=O)c2ccc(Br)cc2)CC1 | -4 | 0
Cc1ccc(-n2cnn(-c3ccc([N+](=O)[O-])cc3[N+](=O)[O-])c2=O)cc1 | -3 | -5
Cc1c(CCOC(=O)c2ccc([N+](=O)[O-])cc2)sc[n+]1CC(=O)c1ccccc1 | 3 | 1

Screening results (PubChem BioAssay)
